Screening results deposited in PubChem by National Center for Advancing Translational Sciences (NCATS).
AMA1 RON2 block – qHTS for Inhibitors of AMA1-RON; Towards Development of Antimalarial Drug Lead: Primary Screen; Potency, µM (highest dose often 58.2 µM), without a hit: top-dose activity change, negative = inhibition, most hits filed as inhibitors; Plasmodium falciparum AMA1 (3D7) - RON2 peptide interaction; AlphaScreen AMA1-biotinylated RON2 peptide binding; hit rate 0.2% among 360,000; active means well fitted inhibition curve with a large enough effect; inconclusive means small, poorly fitted or top-dose-only effect; inactive means no such curve, though single readings can be large or run the other way;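 further: potency means the concentration at half of the fitted maximal effect; 0% = vehicle wells and -100% = peptide control; nearly all actives have a fitted effect of over 45% in size; some results filed as inactive show a strong effect at the top dose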
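AMA1 (3D7) with his tag at 25 nM final met compounds first, then biotinylated RON2 peptide at 25 nM; detection used donor plus acceptor beads, 10 µg/mL apiece, read by AlphaScreen after 30 min at room temperature.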
HCMV inh – qHTS Assay for inhibitors of the human cytomegalovirus (HCMV). HFF cells, HCMV-luciferase reporter, 72 h; stronger effect = lower value. hit rate 4.5% among 410,000. AID 1259415, 2018. activity change, negative = inhibition, % at 57.5 µM; in the data active means activity change below about -60%; inconclusive means no clear call, values can overlap the other calls; inactive means above about -39%
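Compounds were evaluated in HFFs infected with an HCMV luciferase reporter virus (MOI 1 PFU/cell). Luciferase in lysates collected 72 h post infection served as the replication measure.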
* = called active by the depositor; [ ] = remark or other dose. Unless noted, on the % scale 0 is the no-effect control and ±100 the full control effect. The list is partial, so the mix of outcomes need not match the whole.

Screening CCOc1ccc(NC(=O)CN(C)C(=O)C2CC(=O)N(CCc3ccc(OC)c(OC)c3)C2)cc1OCC (centres undefined) returned AMA1 RON2 block -2%[11.6 µM] and HCMV inh 0.
Screening C/C(=N\Nc1ccc(Cl)nn1)c1ccccc1O returned AMA1 RON2 block 58%[activator] and HCMV inh inconclusive.
`CC(=Nc1ccccc1)C1=C(O)C(Cc2ccc(O)cc2)NC1=O` (centres undefined) gave AMA1 RON2 block -16% and HCMV inh -69*.
For CC(C)(C)S(=O)N1Cc2cc(C(=O)NCc3ccc(Oc4ccccc4)cc3)nc(-c3cccc(-c4cc5ccccc5o4)c3)c2[C@H]1CCO (some centres undefined) the results were AMA1 RON2 block -11% and HCMV inh 4.
For COc1cccc(C2=Cc3ccc(F)cc3C(CC(C)=O)N2c2ccc(-c3cncnc3)cc2)c1 (centres undefined) the results were AMA1 RON2 block 0% and HCMV inh 4.
CC1CN(Cc2ccccc2)C(=O)N(c2ccccc2)C1=O (centres undefined) was read as AMA1 RON2 block 3% and HCMV inh -13.
CC(=O)Nc1c(Cl)cc2c(c1Cl)Cc1ccccc1-2 was read as AMA1 RON2 block -19% and HCMV inh -10.
`CN(CCc1ccccc1)C(=O)c1ccc(NC(=O)Cc2ccc(NC(=O)C3CCN(C(=O)C4CCCC4)CC3)cc2)cc1` gave AMA1 RON2 block inconclusive and HCMV inh -71*.
`COC(=O)N(C)C[C@@H]1OCc2cnnn2CCCC(=O)N([C@@H](C)CO)C[C@H]1C` gave AMA1 RON2 block -1% and HCMV inh 4.
CCC(=O)N1CCCC1(C)C(=O)Nc1cc(OC)ccc1OC (centres undefined) was read as AMA1 RON2 block 15% and HCMV inh 0.
CC(C)C[C@H]1CNC(=O)C(=O)N1CC1CCN(CCc2ccc(-c3ccccc3)cc2)CC1 was read as AMA1 RON2 block 3% and HCMV inh -35.
`COc1ccc(C2=Nc3ccccc3C2(O)CCN2C(=O)c3ccccc3C2=O)cc1` (centres undefined) gave AMA1 RON2 block 19% and HCMV inh 19.
Screening Cc1cc(F)cc(-c2cc(C(=O)NCC3CCCCC3)[nH]n2)c1 returned AMA1 RON2 block -9% and HCMV inh -18.
COc1ccc(S(=O)(=O)N2CCOCC2)cc1C(=O)Nc1ccc(N2CCCCCC2)cc1 was read as AMA1 RON2 block inconclusive and HCMV inh inconclusive.
For COc1cc(S(=O)(=O)N2CCOCC2)c(OC)c(S(=O)(=O)N2CCOCC2)c1 the results were AMA1 RON2 block 3% and HCMV inh 36.
`COc1cc(OC)nc(Nc2nc(CN)cs2)n1` gave AMA1 RON2 block 38%[activator] and HCMV inh 20.
For CC1(C)OC(=O)C2=C(C[C@@H](CCOCc3ccccc3)O[C@@H]2c2ccc(F)cc2)O1 the results were AMA1 RON2 block -6% and HCMV inh 1.
For CCOC(=O)C1(C)CCCN(C(=O)Cc2ccc3ccccc3c2)C1 (centres undefined) the results were AMA1 RON2 block 32%[activator] and HCMV inh -16.
For CC(C)(C)OC(=O)N1CCCC(C(=O)Nc2cccc(C(=O)N3CCOCC3)c2)C1 (centres undefined) the results were AMA1 RON2 block 3% and HCMV inh 6.
Screening CN(C(=O)c1cccc(NC(=O)Cc2ccc(NC(=O)C3CCCN(C(=O)C4CC4)C3)cc2)c1)C1CCCCC1 (centres undefined) returned AMA1 RON2 block -2% and HCMV inh 25.
CCc1c(C2(O)CCCCC2)[nH]c2ccc(C(=O)OC)cc12 was read as AMA1 RON2 block -10% and HCMV inh 21.
`COc1ccc(C(NC(=O)C2CCN(CCOc3ccc(Cl)cc3Cl)CC2)c2ccccc2C)cn1` (centres undefined) gave AMA1 RON2 block 33%[activator] and HCMV inh -26.
`COc1ccc(C(=O)N2CCCCC2c2cc(C(=O)NCc3ccc(Cl)c(Cl)c3)no2)cc1` (centres undefined) gave AMA1 RON2 block 12% and HCMV inh 21.
`N#CCCN(Cc1ccccc1)C(C(=O)NC1CCCCC1)c1ccnc2ccccc12` (centres undefined) gave AMA1 RON2 block 3% and HCMV inh 2.
`C[C@@H]1CN([C@@H](C)CO)C(=O)c2cc(Br)cnc2O[C@H]1CN(C)C(=O)Cc1cccnc1` gave AMA1 RON2 block inconclusive and HCMV inh 27.
`CC(C)n1c(=O)[nH]c(=O)n1C(C)C` gave AMA1 RON2 block 3% and HCMV inh 6.
Screening O=P(Oc1ccc(-c2ccccc2)cc1)(N1CC1)N1CC1 returned AMA1 RON2 block 4% and HCMV inh 13.
`O=C(NCc1ccccc1)c1ccc(NC(=O)C2CCCCC2)cc1` gave AMA1 RON2 block -8% and HCMV inh -4.
Screening COc1cccc(CNC(=O)[C@@H]2CCCN2C(=O)[C@H]2CCCCN2S(=O)(=O)c2ccc(OC)c(C)c2)c1 returned AMA1 RON2 block -2% and HCMV inh -11.
For C[C@H]1CN([C@@H](C)CO)C(=O)c2cc(-c3cccnc3)cnc2O[C@H]1CN(C)Cc1ccc(Oc2ccccc2)cc1 the results were AMA1 RON2 block -12% and HCMV inh -2.

3 compounds already listed, ordered by number of heavy atoms, low to high:
For COc1cccc(C2=Cc3ccc(F)cc3C(CC(C)=O)N2c2ccc(-c3cncnc3)cc2)c1 (centres undefined) the results were AMA1 RON2 block 0% and HCMV inh 4.
`COc1ccc(C(NC(=O)C2CCN(CCOc3ccc(Cl)cc3Cl)CC2)c2ccccc2C)cn1` (centres undefined) gave AMA1 RON2 block 33%[activator] and HCMV inh -26.
`CN(CCc1ccccc1)C(=O)c1ccc(NC(=O)Cc2ccc(NC(=O)C3CCN(C(=O)C4CCCC4)CC3)cc2)cc1` gave AMA1 RON2 block inconclusive and HCMV inh -71*.

Returning to the listing, starting six compounds before the break.
`C[C@@H]1CN([C@@H](C)CO)C(=O)c2cc(Br)cnc2O[C@H]1CN(C)C(=O)Cc1cccnc1` gave AMA1 RON2 block inconclusive and HCMV inh 27.
`CC(C)n1c(=O)[nH]c(=O)n1C(C)C` gave AMA1 RON2 block 3% and HCMV inh 6.
Screening O=P(Oc1ccc(-c2ccccc2)cc1)(N1CC1)N1CC1 returned AMA1 RON2 block 4% and HCMV inh 13.
`O=C(NCc1ccccc1)c1ccc(NC(=O)C2CCCCC2)cc1` gave AMA1 RON2 block -8% and HCMV inh -4.
Screening COc1cccc(CNC(=O)[C@@H]2CCCN2C(=O)[C@H]2CCCCN2S(=O)(=O)c2ccc(OC)c(C)c2)c1 returned AMA1 RON2 block -2% and HCMV inh -11.
For C[C@H]1CN([C@@H](C)CO)C(=O)c2cc(-c3cccnc3)cnc2O[C@H]1CN(C)Cc1ccc(Oc2ccccc2)cc1 the results were AMA1 RON2 block -12% and HCMV inh -2.
`Cc1nc2ccc(C(=O)N3CCN(c4ccccc4)CC3)cn2c1N(C)C(=O)CCc1ccccc1` gave AMA1 RON2 block -5% and HCMV inh 18.
Screening O=C(CSc1ncccn1)N(Cc1cccnc1)C(CCc1ccccc1)c1nc2ccccc2[nH]1 (centres undefined) returned AMA1 RON2 block 21% and HCMV inh 38.
Screening CC1C(c2ccccc2)OC(=O)N1C (centres undefined) returned AMA1 RON2 block 10% and HCMV inh -2.
`C[C@H](CO)N1C[C@H](C)[C@@H](CN(C)S(=O)(=O)c2cccs2)OCc2cnnn2CCCC1=O` gave AMA1 RON2 block 3% and HCMV inh 0.
For Cc1cccc(NC(=O)C(C)OC(=O)CNC(=O)C2CCCCC2)c1 (centres undefined) the results were AMA1 RON2 block 26% and HCMV inh 20.
C/C=C/c1ccc2c(c1)O[C@@H](CN(C)C(=O)c1ccc(F)cc1)[C@@H](C)CN([C@H](C)CO)S2(=O)=O was read as AMA1 RON2 block -3% and HCMV inh 4.
For CC(C)CNC(=O)C1(C)CCCN1C(=O)c1ccc2ccccc2n1 (centres undefined) the results were AMA1 RON2 block 19% and HCMV inh 32.
CCOC(=O)[C@]12CCC=C1N(Cc1ccc3c(c1)OCO3)C(=O)[C@H](CC(=O)N1CCOCC1)C2 was read as AMA1 RON2 block 2% and HCMV inh 1.
`COc1cccc(-c2ccc3c(c2)O[C@@H](CN(C)Cc2cncnc2)[C@@H](C)CN([C@H](C)CO)S3(=O)=O)c1` gave AMA1 RON2 block -6% and HCMV inh -9.
Screening NC(Cc1ccc(F)cc1)c1csc(Nc2ccc(S(N)(=O)=O)cc2)n1 (centres undefined) returned AMA1 RON2 block 70%[activator] and HCMV inh -12.
Screening CCCc1nc2ccc(C(=O)OC)cn2c1Cc1ccccc1 returned AMA1 RON2 block 25% and HCMV inh 29.
`CCC1Cc2[nH]c(=S)[nH]c(=O)c2C(c2ccc(Cl)cc2)O1` (centres undefined) gave AMA1 RON2 block 114%[activator] and HCMV inh -1.
For COCCCN1C(=O)C(CC(=O)NCc2cccc3ccccc23)CC(C(=O)N(C)C)=C1C (centres undefined) the results were AMA1 RON2 block 14% and HCMV inh 5.
O=C1NC(=O)N(C2CCCCC2)CC1Br (centres undefined) was read as AMA1 RON2 block -3% and HCMV inh 7.
`O=S(=O)(Nc1ccc2ccccc2c1)N1CCCCC1` gave AMA1 RON2 block 4% and HCMV inh 41.
For Cc1nnc(SCCn2c(N3CCC(C)CC3)nc3c2c(=O)n(C)c(=O)n3C)s1 the results were AMA1 RON2 block 1% and HCMV inh -1.
Screening COCCN1C(=O)COc2ccccc2C1C(=O)NC(C)(C)C (centres undefined) returned AMA1 RON2 block 0% and HCMV inh -12.
O=C(OCc1ccccc1)N1CCC2CC1c1ccc(-c3ccc4c(c3)OCO4)cc12 (centres undefined) was read as AMA1 RON2 block -10% and HCMV inh -1.
`CC1=C(C(=O)N(C(C)C)C(C)C)CC(CC(=O)NCCCCc2ccccc2)C(=O)N1Cc1ccccc1` (centres undefined) gave AMA1 RON2 block 14% and HCMV inh -3.
For CC1(C)NC(=O)C(CCc2ccccc2)NC1=O (centres undefined) the results were AMA1 RON2 block -1% and HCMV inh 12.
CCC(c1nnnn1-c1ccc2c(c1)OCCO2)N1CCN(c2ccccn2)CC1 (centres undefined) was read as AMA1 RON2 block -10% and HCMV inh -13.
CC(=O)c1cccc(NC(=O)C2Cc3c(-c4ccccc4)ccnc3O2)c1 (centres undefined) was read as AMA1 RON2 block -5% and HCMV inh -33.
Screening Cn1c(OCc2ccc3c(c2)OCO3)nc2c1c(=O)n(Cc1cccc(Cl)c1)c(=O)n2C returned AMA1 RON2 block -9% and HCMV inh 7.
Screening Cc1c(N(C)S(=O)(=O)c2ccc(Cl)c(C(=O)NCC(C)(C)N3CCOCC3)c2)c(=O)n(-c2ccccc2)n1C returned AMA1 RON2 block -9% and HCMV inh -19.
CCN1CCN(c2ccc(S(=O)(=O)N3CCOCC3)cc2NC(=O)c2ccc(OCC(C)C)cc2)CC1 was read as AMA1 RON2 block -9% and HCMV inh -20.
CCOC(=O)CCCCCNC(=O)c1ccc(F)cc1F was read as AMA1 RON2 block 0% and HCMV inh 47.
`CSc1ncnc2c1ncn2CCCNCc1ccccn1` gave AMA1 RON2 block 117%[activator] and HCMV inh 23.
C[C@@H]1CN([C@H](C)CO)C(=O)CCCn2cc(nn2)CO[C@H]1CN(C)C(=O)Oc1cccc2ccccc12 was read as AMA1 RON2 block -4% and HCMV inh 11.
O=[N+]([O-])c1cccc(C=NNc2ccccc2)c1 was read as AMA1 RON2 block -4% and HCMV inh 28.
`COC(=O)C1=C(C)NC(C)=C(C(=O)O[C@@H]2CCCN(Cc3ccccc3)C2)[C@@H]1c1cccc([N+](=O)[O-])c1` gave AMA1 RON2 block inconclusive and HCMV inh inconclusive.
Screening CC12CCCC(=O)C1CCC(=Cc1ccco1)C2=O (centres undefined) returned AMA1 RON2 block -3% and HCMV inh 53.
CCOC1=C2CN(S(=O)(=O)c3ccc(C)cc3)C(c3ccc(CC)cc3)CC2N(S(=O)(=O)c2ccc(C)cc2)C(c2ccc(CC)cc2)C1 (centres undefined) was read as AMA1 RON2 block 3% and HCMV inh -28.
`O=C(NCCN1CCC(n2c(=O)[nH]c3ccccc32)CC1)c1cccnc1` gave AMA1 RON2 block 7% and HCMV inh 10.
Screening COC1OC2COC(c3ccccc3)OC2C(O)C1NC(=O)c1ccccc1 (centres undefined) returned AMA1 RON2 block 12% and HCMV inh 16.
`CC(=O)Nc1ccc(NC(=O)C2Cc3c(-c4cccc(C(C)=O)c4)ccnc3O2)cc1` (centres undefined) gave AMA1 RON2 block -14% and HCMV inh 24.
For COc1cccc(C=C(C#N)C(=O)c2ccccc2)c1 the results were AMA1 RON2 block 5% and HCMV inh 3.
For COc1cc(Cn2c3ccc(NC(=O)NCc4ccc(F)cc4)cc3c(=O)n2C)ccc1F the results were AMA1 RON2 block 0% and HCMV inh inconclusive.
Screening Cn1nc(C2CC2)cc1NC(=O)C1(C)CCN1C(=O)CC(c1ccccc1)c1ccccc1 (centres undefined) returned AMA1 RON2 block -2% and HCMV inh inconclusive.
COC(=O)[C@@]1(Sc2ccc(C)cc2)CC(=O)N(c2ccc(Cl)cc2)[C@@H]1c1ccccc1 was read as AMA1 RON2 block -19% and HCMV inh 7.
`Cc1cccc(C)c1NC(=O)C(c1cccc2ccccc12)n1c(=O)c(-c2ccco2)nc2ccccc21` (centres undefined) gave AMA1 RON2 block 3% and HCMV inh 9.

Retrieved by compound from the list above, two records:
COC(=O)[C@@]1(Sc2ccc(C)cc2)CC(=O)N(c2ccc(Cl)cc2)[C@@H]1c1ccccc1 was read as AMA1 RON2 block -19% and HCMV inh 7.
Screening CC12CCCC(=O)C1CCC(=Cc1ccco1)C2=O (centres undefined) returned AMA1 RON2 block -3% and HCMV inh 53.
